Screening results (PubChem BioAssay)
BRCA1 expr up – activators of BRCA1 expression. MCF7-BRCA1-FFLuc reporter, luminescence, 48 h; response scale: scaled: vehicle 0%, 10 µM genistein 100%. Potency, µM (titrated, usually from 46.1 µM), for the others: top-dose activation, hits mostly activators. 380,000 tested, 1.1% active; note: potency is the fitted concentration of half-maximal effect; nearly all actives have a fitted effect of over 80% in size; some results filed as inactive show a strong effect at the top dose
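MCF7 cells carrying a BRCA1-firefly luciferase reporter (2000 cells/well, phenol-red free MEM) were attached for 2 h at 37 °C, then given compounds for 48 h. Luminescence was read 15 min after luciferase reagent; activity normalized to genistein (10 microM) and DMSO.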
PKM2 act – activators of human pyruvate kinase M2. P14618. purified PKM2, Kinase-Glo ATP luminescence, activation; response scale: 0% is enzyme alone, no compound. Potency, µM (doses to about 57.5 µM), without a hit: top-dose activation, most hits filed as activators. 260,000 tested, 0.34% active; note: potency is the fitted concentration of half-maximal effect; % is set by controls: 0 for no effect and ±100 for the full control effect; nearly all actives have a fitted effect of over 55% in size
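hPK-M2, >95% pure; 0.1 mM ADP / 0.5 mM PEP final; imidazole pH7.2 buffer w/ 7 mM MgCl2, 50 mM KCl; 1 h RT; Kinase-Glo lum. Intermediate enzyme activity for dual inhibitor/activator qHTS.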
RORg inh – ROR gamma (mouse) transcription inhibition | P51450 | Drosophila S2 Gal4-RORgamma UAS-luciferase reporter, 20 h | Potency, µM (top dose mostly 53.6 µM), for the others: top-dose activity change, negative = inhibition, most hits filed as inhibitors | 310,000 tested, 5.4% active | AID 2551; note: potency is the fitted concentration of half-maximal effect; % is set by controls: 0 for no effect and ±100 for the full control effect; nearly all actives have a fitted effect of over 60% in size
Target sequence (P51450 whole entry, looked up, the tested form may be a part): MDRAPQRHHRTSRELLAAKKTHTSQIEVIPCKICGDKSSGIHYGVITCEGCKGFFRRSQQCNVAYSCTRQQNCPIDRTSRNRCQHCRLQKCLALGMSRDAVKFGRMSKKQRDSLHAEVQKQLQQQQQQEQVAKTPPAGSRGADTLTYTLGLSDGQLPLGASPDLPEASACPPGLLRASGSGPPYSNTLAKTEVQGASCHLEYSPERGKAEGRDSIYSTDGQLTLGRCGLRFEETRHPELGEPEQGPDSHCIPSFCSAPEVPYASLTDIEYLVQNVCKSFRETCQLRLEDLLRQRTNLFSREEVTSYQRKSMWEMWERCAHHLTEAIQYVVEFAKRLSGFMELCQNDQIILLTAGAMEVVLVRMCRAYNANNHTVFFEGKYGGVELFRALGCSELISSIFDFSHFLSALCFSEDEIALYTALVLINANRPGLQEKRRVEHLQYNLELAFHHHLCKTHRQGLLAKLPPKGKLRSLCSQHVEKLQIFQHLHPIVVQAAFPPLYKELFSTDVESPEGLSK
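Luminescence from a UAS-regulated Photinus luciferase reporter in stably transfected Drosophila Schneider cells is measured; decreased signal marks ROR gamma inhibition. Fusion expression is induced by 700 uM copper sulfate for 20 hr.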
Giardia kill – kills Giardia lamblia; Giardia lamblia trophozoite viability; activity change, % at 7.66 µM, hits read low; 340,000 tested, 0.15% active; in the data active = activity change below about -80%; inconclusive = between about -30% and that limit;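 note: parasites exposed to compound for two days anaerobically before the ATP read; % is set by controls: 0 for no effect and ±100 for the full control effect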
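Compounds were tested on trophozoites seeded at 100 cells/well and held 48 hrs at 37 deg C anaerobically. An ATP-based luminescent kit measured the remaining live cells.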
FLuc modulator – inhibits or activates purified firefly luciferase, miR-21 counter-screen | purified FLuc, Km substrates, luminescence inhibition | Potency, µM (top dose mostly 57.5 µM), for inactives: at the top dose activity change, negative = inhibition, hits mostly inhibitors | 360,000 tested, 6.9% active;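 note: potency is the fitted concentration of half-maximal effect; plate controls were vehicle for no effect and reference inhibitor for full effect; nearly all actives have a fitted effect of over 55% in size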
Target sequence (P08659 whole entry, looked up): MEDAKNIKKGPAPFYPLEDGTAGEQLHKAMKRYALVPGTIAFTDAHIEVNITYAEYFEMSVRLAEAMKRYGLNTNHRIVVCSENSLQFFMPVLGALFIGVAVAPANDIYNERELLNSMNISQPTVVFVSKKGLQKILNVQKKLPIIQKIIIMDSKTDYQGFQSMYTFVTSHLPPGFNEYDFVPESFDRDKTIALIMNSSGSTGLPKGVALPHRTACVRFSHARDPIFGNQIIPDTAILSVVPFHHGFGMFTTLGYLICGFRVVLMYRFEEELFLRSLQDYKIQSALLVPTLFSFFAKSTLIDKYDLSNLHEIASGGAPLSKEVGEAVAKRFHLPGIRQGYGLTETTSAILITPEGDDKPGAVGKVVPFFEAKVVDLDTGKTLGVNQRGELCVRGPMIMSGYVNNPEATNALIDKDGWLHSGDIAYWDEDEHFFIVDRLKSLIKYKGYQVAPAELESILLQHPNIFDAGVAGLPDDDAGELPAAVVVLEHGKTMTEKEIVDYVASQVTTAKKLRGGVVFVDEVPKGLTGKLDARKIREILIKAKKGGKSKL
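Biochemical qHTS of compounds, final roughly 60 µM downward over six points, against 10 nM purified firefly luciferase using Km concentrations of substrates (10 uM D-luciferin, 10 uM ATP) in Tris acetate pH 7.5 buffer; luminescence output.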
ELG1 genotoxic – induces genotoxicity in HEK293T cells with luciferase-tagged ELG1; HEK293T ELG1-luciferase reporter, luminescence, 16 h; Potency, µM (titrated, usually from 46 µM), without a hit: top-dose activity change, positive = activation, hits mostly activators; 330,000 tested, 1.3% active; note: potency is the fitted concentration of half-maximal effect; % of control where 0% means no effect; nearly all actives have a fitted effect of over 60% in size
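DMSO vehicle served as control against compound-treated ELG1-luciferase HEK293T cells; exposure lasted 16 hr at 37 °C and 5% CO2, followed by ONE-Glo luminescence detection after 30 min.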
NPC1 prom act – activators of NPC1 promoter. Huh7 NPC1 promoter luciferase reporter, 24 h. Potency, µM (titrated, usually from 9.22 µM), for the others: at the top dose activation, usual class: activators. 320,000 tested, 2.4% active. AID 485313;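 note: potency is the fitted concentration of half-maximal effect; % of control where 0% means no effect; nearly all actives have a fitted effect of over 60% in size; reporter is driven by a mutant NPC1 promoter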
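Luminescence read-out of NPC1 promoter-driven luciferase in stably transfected Huh7 cells; compounds delivered in DMSO and left 24 h at 37C, 5% CO2, qHTS titration format.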
p53 reactivator – re-activators of mutant p53; Potency, µM (doses to about 92.2 µM), without a hit: at the top dose activity change, positive = activation, hits mostly activators; H1299 p53-A138V BP100-luciferase reporter, luminescence, 24 h; 320,000 tested, 0.063% active; note: potency is the fitted concentration of half-maximal effect; % of control where 0% means no effect; nearly all actives have a fitted effect of over 45% in size
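H1299 (p53-null), stable ts p53-A138V + BP100-Luc; 1000 cells/well, Opti-MEM/10% FBS; cpd 4 pt, 1:5; 24 h, 37 deg C, 5% CO2; detection reagent 10 min RT; luminescence.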
Menin MLL FP TR – menin-MLL binding inhibition, Texas Red mutant peptide | O00255 | Menin + Texas Red MLL mutant peptide, fluorescence polarization | Potency, µM (series often up to 61.6 µM), for the others: at the highest dose FP activity change, negative = inhibition, hits mostly inhibitors | 270,000 tested, 0.23% active | AID 1768; active = well fitted inhibition curve with a large enough effect in the polarisation, with a control signal flat, not every such curve was filed as active; inconclusive = small, poorly fitted or top-dose-only effect, or effect the other way, or a change in a side signal; inactive = no such curve, though single readings can be large or run the other way; the % refers to the polarisation; note: potency is the fitted concentration of half-maximal effect; % of control where 0% means no effect; many of its hits are not listed in these tables
Gal4-VP16 FLuc – counter-screen for ROR gamma inhibitors: Gal4-VP16 reporter; Drosophila S2 Gal4-VP16 UAS-luciferase, luminescence, 20 h; Potency, µM (highest dose often 53.6 µM), without a hit: at the highest dose activity, negative = inhibition, actives largely listed as inhibitors; 310,000 tested, 3.5% active; AID 2546;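 note: Gal4-VP16 expression switched on by copper sulfate through the metallothionein promoter; potency is the fitted concentration of half-maximal effect; % is set by controls: 0 for no effect and ±100 for the full control effect; nearly all actives have a fitted effect of over 50% in size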
Rab9 prom act – Rab9 promoter activation. 320,000 tested, 2.8% active. Potency, µM (doses to about 9.22 µM), without a hit: top-dose activation, negative = inhibition, usual class: activators. Huh7 Rab9 promoter-luciferase reporter, luminescence, 24 h. AID 485297; note: potency is the fitted concentration of half-maximal effect; % of control where 0% means no effect; nearly all actives have a fitted effect of over 60% in size
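Steps: seed 1500 Huh7 Rab9-luc cells per well, rest 2 h at 37 °C; add compound in DMSO; incubate 24 h; add luciferase reagent, 10 min ambient; read luminescence.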
* = called active by the depositor; ? = inconclusive; nt = no result given; & = joins results of further samples; [ ] = another dose, or the depositor's remark. Unless noted, calls come from the whole dose curve; as a rule, active = well fitted curve in the direction sought with a large enough effect; inconclusive = small, poorly fitted or top-dose-only effect, or another doubt; inactive = no such curve, though single readings can be large; an effect the other way counts as inactive or inconclusive.

SMILES | BRCA1 expr up | PKM2 act | RORg inh | Giardia kill | FLuc modulator | ELG1 genotoxic | NPC1 prom act | p53 reactivator | Menin MLL FP TR | Gal4-VP16 FLuc | Rab9 prom act
O=C(N/N=C/c1c(O)n(Cc2ccc(F)cc2)c(=O)[nH]c1=O)c1ccccc1 | 6% | 0% | 13µM* | 8 | ? | ? | 1% | 8% | nt | 12% | 7%
COC(=O)C(O)(c1c(C)[nH]c2ccccc12)C(F)(F)F (stereo not drawn) | -13% | -3% | 8% | -2 | 0% | 0% | 0% | 0% | 10% | -6% | -1%
Cc1nc2ccccn2c1P(=S)(N1CCCCC1)N1CCCCC1 | -35% | 5% | 7.1µM* | 0 | 7% | -14% | -1% | 0% | -1% | 11µM* | -1%
O=C(NC(=S)Nc1ccccc1N1CCCC1)c1ccccc1Br | nt | -6% | 2.8µM* | nt | 1% | 0% | 1% | -8% | nt | 2.8µM* | 3%
COc1ccc(CCn2c(O)c(C=NC3CC3)c(=O)[nH]c2=O)cc1OC | 6% | -2% | 3% | -7 | 4% | 1% | -2% | -8% | 1% | -2% | -8%
CC1(C)Cc2c(sc3nc4n(-c5ccccc5)c(=O)c(CCC(=O)O)nn4c(=O)c23)CO1 | -7% | -10% | -18% | 3 | ? | -4% | 1% | -4% | nt | 1% | -2%
Cc1cccc(C#N)c1 | 10% | nt | -10% | -2 | 0% | 6% | 0% | 11% | nt | -12% | -2%
CN1CCN(C(=O)OC2c3nccnc3C(=O)N2c2ccc(Cl)cn2)CC1 (stereo not drawn) | nt | 6% | -8%&-7% | nt | -4% | 4% | -4% | 0% | 3%&2% | -2%&-3% | 4%
OC12Oc3ccccc3C=C1N1CCC2CC1 (stereo not drawn) | -2% | -3% | ? | -3 | 5% | 2% | -5% | 7% | 9% | -6% | 2%
CCOc1ccc(-n2c(O)c(C=NCCN(CC)CC)c(=O)[nH]c2=O)cc1 | 15% | -4% | -19%[0.365 µM] | 21 | -2% | 1% | 1% | 0% | -1% | nt | -3%
Cc1cc(N2CCN(C)CC2)nc2ccccc12 | 9% | nt | 4% | 3 | 1% | -1% | -5% | -2% | -3% | 3% | 0%
BrCC1C[n+]2c(SCc3ccccc3)nc3sc4c(c3c2O1)CCCC4 (stereo not drawn) | 30% | ? | ? | -7 | ? | ? | 4% | 5% | nt | 3% | 0%
O=P(NS(=O)(=O)c1ccc(Br)cc1)(Oc1ccccc1)Oc1ccccc1 | -12% | -3% | 0% | 25 | -19% | 4% | 5% | 0% | ? | -6% | 1%
COC(=O)C(C)Oc1cc(C)cc2oc(=O)c3c(c12)CCCC3 (stereo not drawn) | 1% | -2% | 1% | -6 | 1% | nt | nt | nt | -20% | 9% | nt
CCOC(=O)c1cc(C)sc1/N=C/C1C(=O)NC(=S)NC1=O | 0% | -11% | 16µM* | 9 | -7% | 2% | -3% | 4% | 10% | 4% | 0%
O=P(Nc1cccc(F)c1)(Oc1ccccc1F)Oc1ccccc1F | -1% | 0% | 28% | -11 | -1% | -8% | -4% | -5% | nt | -6% | -8%
CC(C)(C)c1ccc(O)c(N=Cc2c(O)ccc3ccccc23)c1 | -65% | 8% | 13µM* | 10 | 2% | -3% | -7% | nt | ? | 11µM* | 7%
COC(=O)C1=C(c2cccc(C#N)c2)C[C@@H]2CC[C@H]1N2C(=O)NCCOc1ccc(OC)cc1 | 0% | nt | nt | 4 | 1% | 0% | 0% | -2% | nt | nt | 9%
COC(=O)C1=C(c2ccc(Cl)c(C(F)(F)F)c2)C[C@@H]2CC[C@H]1N2C(=O)NC(C)C | -29% | nt | nt | -15 | 2% | -2% | 0% | -10% | nt | nt | 3%
CC1CCN(CC(=O)c2cccc(C(F)(F)F)c2)CC1 | 2% | nt | 5% | 0 | -1% | 0% | -5% | -2% | -18% | -2% | 0%
CCN1CCN(S(=O)(=O)c2ccc(Cl)nc2)CC1 | 11% | 5% | 1% | 15 | 3% | 2% | -1% | 10% | -10% | -10% | 4%
Cc1nc(-c2nc(-c3c(C(=O)NNC(=O)c4ccc(Cl)cc4)noc3C)cs2)cs1 | -11% | 0% | 10µM* | -2 | -19% | -2% | -3% | 4% | nt | ? | -3%
O=C1CC(N2CC=C(c3ccccc3)CC2)C(=O)N1c1ccc(F)cc1 (stereo not drawn) | 11% | 18% | ? | 13 | -1% | -6% | 0% | -7% | 28% | 0% | 0%
CC(=O)N1CC(=O)Nc2ccc(Cl)cc2C1c1ccccc1 (stereo not drawn) | -12% | nt | -3% | -13 | 1% | 2% | 0% | -3% | -1% | 6% | -15%
COc1ccc(OC)c([C@@H](O)[C@H](C)NC(C)(C)C)c1 | -2% | 9% | -21% | -24 | 12% | -2% | -1% | -3% | 2% | 6% | 1%

Pulled by structure from above:
SMILES | BRCA1 expr up | PKM2 act | RORg inh | Giardia kill | FLuc modulator | ELG1 genotoxic | NPC1 prom act | p53 reactivator | Menin MLL FP TR | Gal4-VP16 FLuc | Rab9 prom act
COC(=O)C1=C(c2cccc(C#N)c2)C[C@@H]2CC[C@H]1N2C(=O)NCCOc1ccc(OC)cc1 | 0% | nt | nt | 4 | 1% | 0% | 0% | -2% | nt | nt | 9%
COc1ccc(OC)c([C@@H](O)[C@H](C)NC(C)(C)C)c1 | -2% | 9% | -21% | -24 | 12% | -2% | -1% | -3% | 2% | 6% | 1%
COC(=O)C(O)(c1c(C)[nH]c2ccccc12)C(F)(F)F (stereo not drawn) | -13% | -3% | 8% | -2 | 0% | 0% | 0% | 0% | 10% | -6% | -1%
CC1(C)Cc2c(sc3nc4n(-c5ccccc5)c(=O)c(CCC(=O)O)nn4c(=O)c23)CO1 | -7% | -10% | -18% | 3 | ? | -4% | 1% | -4% | nt | 1% | -2%

(more compounds)
SMILES | BRCA1 expr up | PKM2 act | RORg inh | Giardia kill | FLuc modulator | ELG1 genotoxic | NPC1 prom act | p53 reactivator | Menin MLL FP TR | Gal4-VP16 FLuc | Rab9 prom act
O=c1[nH]c(=O)n(Cc2ccccc2Cl)c(O)c1C=Nc1ccc(F)cc1 | 8% | -4% | 18% | 5 | 3% | 0% | -5% | -4% | ? | -11% | -7%
CC1CCC(C)(NS(=O)(=O)OCC(Cl)(Cl)Cl)CC1 (stereo not drawn) | -8% | -1% | -29% | 10 | -1% | -3% | -1% | 15% | 16% | ? | -3%
CCN(CC)C(=S)NCCc1ccccc1 | 27% | 0% | ? | -18 | -7% | 4% | 1% | -1% | -4% | ? | 9%
C[N+]1(C)C2CCC1CC(OC(=O)c1ccccc1)C2 (stereo not drawn) | -4% | -9% | -4% | 6 | -3% | 0% | -1% | 5% | nt | -5% | 0%
CN(N)N=Nc1nc2c([nH]1)c(=O)n(C)c(=O)n2C | nt | -2% | -7% | -19 | 0% | -1% | -1% | -3% | nt | -5% | 2%
O=C1NC(=O)C(CCc2ccncc2)(C2CCCCC2)C(=O)N1 | -16% | -1% | 1% | 4 | 5% | -3% | -18% | -1% | 3% | -4% | ?
Cc1cc(=O)oc2cc(OCC(=O)N3CCN(Cc4ccc5c(c4)OCO5)CC3)ccc12 | nt | nt | -1% | 42[activator] | -2% | -5% | -4% | 0% | nt | 1% | 0%
C[N+]1(C)[C@@H]2CC[C@H]1CC(OC(=O)C(c1ccccc1)c1ccccc1)C2 (stereo partly drawn) | -16% | nt | -8% | 7 | 5% | 1% | -2% | -2% | 9% | 7% | 1%
CC(C)N(Cc1ccco1)/N=C/c1c(O)n(Cc2ccccc2)c(=O)[nH]c1=O | 0% | -16% | 3% | 8 | 0% | 0% | -4% | 0% | nt | -13% | 4%
Cc1nc(C(=O)O)nn1-c1ccc([N+](=O)[O-])cc1 | -2% | 4% | 15% | -1 | -1% | -3% | -1% | 13% | 5% | ? | -10%

Single records, as listed above. Order of values: BRCA1 expr up, PKM2 act, RORg inh, Giardia kill, FLuc modulator, ELG1 genotoxic, NPC1 prom act, p53 reactivator, Menin MLL FP TR, Gal4-VP16 FLuc, Rab9 prom act
Entry for `C[N+]1(C)C2CCC1CC(OC(=O)c1ccccc1)C2` (stereo not drawn) → -4%, -9%, -4%, 6, -3%, 0%, -1%, 5%, nt, -5%, 0%
Entry for `CC1CCC(C)(NS(=O)(=O)OCC(Cl)(Cl)Cl)CC1` (stereo not drawn) → -8%, -1%, -29%, 10, -1%, -3%, -1%, 15%, 16%, ?, -3%
Entry for `O=C1NC(=O)C(CCc2ccncc2)(C2CCCCC2)C(=O)N1` → -16%, -1%, 1%, 4, 5%, -3%, -18%, -1%, 3%, -4%, ?

These rows are one share of the data; rates above refer to the full screens.
